3CLpro inhibitor: SARS-CoV 3CLpro protease inhibition; P0C6X7; recombinant SARS-CoV 3CLpro, quenched FRET peptide cleavage; inhibition, % at 6 µM; hit rate 0.14% among 290,000; in the data active means inhibition above about 12%
SSB-PriA inh: K. pneumoniae PriA-SSBct interaction inhibition. AlphaScreen SSBct-PriA binding, biotinylated peptide. inhibition, % at 33 µM. hit rate 0.6% among 430,000; in the data active means inhibition mostly above about 37%, no sharp cut-off; inactive means mostly below about 20%;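 further: plate controls were negative control peptide for no effect and reference peptide for full effect; strong numbers were not always called active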
PrPC TRFRET: reduces human prion protein on the cell surface; P04156; cell surface PrPC, TR-FRET read-out; inhibition, % at 13.8 µM; hit rate 0.43% among 370,000; in the data active means inhibition above about 24%; further: 0% = median of the test wells and 100% = reference compound wells
BoNT-A LC inh2: inhibitors of Botulinum neurotoxin A light chain protease; AID 588499; multiplex microsphere protease substrate cleavage, flow cytometry; hit rate 0.17% among 360,000; inhibition, % at 10 µM; further: plate controls were buffer without enzyme for full effect and enzyme alone for no effect
MazEF act: activators of E. coli MazEF toxin-antitoxin RNase; P0AE70; FAM/BHQ RNA-DNA oligo cleavage fluorescence, 5 h; activation, % at 20 µM; hit rate 0.32% among 350,000; in the data active means activation above about 50%
Anthrax LF inh2: blocks Bacillus anthracis lethal factor protease; inhibition, % at 10 µM; P15917; multiplex microsphere protease cleavage assay, LF; hit rate 0.12% among 360,000; further: plate controls were buffer without enzyme for full effect and enzyme alone for no effect
Target sequence (P15917 whole entry, looked up): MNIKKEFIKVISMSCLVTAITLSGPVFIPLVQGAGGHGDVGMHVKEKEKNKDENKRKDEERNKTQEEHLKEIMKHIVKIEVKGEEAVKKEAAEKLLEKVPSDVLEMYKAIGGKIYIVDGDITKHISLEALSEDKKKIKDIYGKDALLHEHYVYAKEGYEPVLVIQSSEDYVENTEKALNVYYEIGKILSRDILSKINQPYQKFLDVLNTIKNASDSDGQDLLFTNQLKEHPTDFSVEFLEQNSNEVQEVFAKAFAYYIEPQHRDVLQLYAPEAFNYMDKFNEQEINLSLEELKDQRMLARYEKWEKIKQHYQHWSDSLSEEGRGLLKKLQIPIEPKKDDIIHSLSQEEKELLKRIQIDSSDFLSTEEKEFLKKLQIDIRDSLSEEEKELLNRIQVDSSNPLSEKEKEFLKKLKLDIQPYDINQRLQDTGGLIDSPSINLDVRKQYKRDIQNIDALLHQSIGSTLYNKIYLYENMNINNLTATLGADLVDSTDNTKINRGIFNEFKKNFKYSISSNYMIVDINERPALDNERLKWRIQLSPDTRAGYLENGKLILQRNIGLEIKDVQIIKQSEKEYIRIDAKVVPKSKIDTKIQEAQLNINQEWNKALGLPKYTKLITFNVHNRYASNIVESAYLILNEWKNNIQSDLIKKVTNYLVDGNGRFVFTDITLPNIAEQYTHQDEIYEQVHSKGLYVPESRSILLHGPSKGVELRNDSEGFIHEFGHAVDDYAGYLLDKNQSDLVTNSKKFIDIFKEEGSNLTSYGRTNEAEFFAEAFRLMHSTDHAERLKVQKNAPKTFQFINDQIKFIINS
BoNT-F LC inh: BoNT F light chain protease inhibition | AID 588497 | Multiplex microsphere protease cleavage assay, flow cytometry | hit rate 0.22% among 360,000 | inhibition, % at 10 µM; in the data active means inhibition above about 35%, passing the limit was not always enough; inconclusive means no clear call, values can overlap the other calls; further: plate controls were buffer without enzyme for full effect and enzyme alone for no effect
Rv3671c protease: inhibits the M. tuberculosis serine protease Rv3671c. inhibition, % at 5.96 µM. hit rate 0.048% among 320,000. AID 2606; in the data active means inhibition above about 38%;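 further: extracellular domain of Rv3671c used as enzyme; 0% = enzyme with DMSO and 100% = no enzyme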
DUSP3 inh: blocks human VHR1 dual specificity phosphatase | recombinant VHR phosphatase, pNPP absorbance | inhibition, % at 13.3 µM | P51452 | hit rate 0.52% among 290,000; in the data active means inhibition above about 50%; further: some compounds called inactive have numbers as strong as hits
Target sequence (P51452 whole entry, looked up): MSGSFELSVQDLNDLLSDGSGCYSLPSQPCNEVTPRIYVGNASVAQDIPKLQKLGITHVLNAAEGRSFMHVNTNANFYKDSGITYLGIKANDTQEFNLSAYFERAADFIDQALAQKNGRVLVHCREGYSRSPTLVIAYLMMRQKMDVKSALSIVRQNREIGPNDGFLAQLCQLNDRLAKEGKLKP
CCHF vOTU inh: CCHFV vOTU protease inhibition; Pep-AMC fluorescence; inhibition, % at 11.5 µM; hit rate 0.55% among 370,000; in the data active means inhibition above about 30%; further: 0% = vehicle wells with enzyme and 100% = no enzyme wells
Numbers without * were called inactive; i = inactive; ? = inconclusive; nt = no result given; & = joins results of further samples. Unless noted, no stated cut-off is given here; in the data, active means inhibition above about 30%; inconclusive means no clear call, values can overlap the other calls; inactive means below that. Only part of the results is shown; the hit share may differ from the screen's.

The first 2 entries as a preview:
1	COc1cc(CCC(=O)NCc2ccc(S(N)(=O)=O)cc2)cc(OC)c1OC
2	O=C(NCCc1ccccc1)C1CCN(C(=O)c2sccc2-n2cccc2)CC1
Assay by compound,1,2
3CLpro inhibitor,-2,1
SSB-PriA inh,-7,4
PrPC TRFRET,6,-2
BoNT-A LC inh2,-3.2,0.9
MazEF act,4,8
Anthrax LF inh2,5,2
BoNT-F LC inh,-16,1
Rv3671c protease,-10,5
DUSP3 inh,-12,-2
CCHF vOTU inh,4,1

All compounds of this part, repeating the preview:
1	COc1cc(CCC(=O)NCc2ccc(S(N)(=O)=O)cc2)cc(OC)c1OC
2	O=C(NCCc1ccccc1)C1CCN(C(=O)c2sccc2-n2cccc2)CC1
3	COc1ccc(OC)c(S(=O)(=O)N(C)CC(=O)Nc2ccc3c(c2)OCCO3)c1
4	Nc1nc(C23CC4CCC(CC(C4)C2)C3)cs1
5	COc1ccc(C)cc1NC(=O)NCc1ccc(F)cc1
6	O=C(CSc1nccn1-c1cccc(Cl)c1)Nc1ccc2c(c1)OCCO2
7	CC(=O)NCCOc1nc(N(C)C)nc(N2CCCCC2)n1
8	CN(C)C(=O)Cn1cnc2c(cnn2-c2ccccc2Cl)c1=O
9	CCN(CC)S(=O)(=O)c1ccc(S(=O)(=O)N(CC(=O)Nc2ccccc2)CC2CCCO2)cc1 (centres undefined)
10	O=C1CC(c2ccccc2)CC(O)=C1C=NCCN1CCN(C(=O)Nc2ccccc2)CC1 (centres undefined)
Assay by compound,1,2,3,4,5,6,7,8,9,10
3CLpro inhibitor,-2,1,-4,-4,-1,1,2,-2,6,-3
SSB-PriA inh,-7,4,-3,7,-6,32,-16,-3,-9,-1
PrPC TRFRET,6,-2,7,-1,9,0,7,-2,6,-2
BoNT-A LC inh2,-3.2,0.9,-0.6,-0.4,-0.6,-0.5,-0.2,0.1,-4.0,1.3
MazEF act,4,8,3,-3,-1,-1,2,0,-11,-1
Anthrax LF inh2,5,2,-1,0,-3,1,1,-9,0,-2
BoNT-F LC inh,-16,1,-6,4,-5,-2,-3,0,-5,3
Rv3671c protease,-10,5,6,-2,-9,-1,-5,-5,4,-1
DUSP3 inh,-12,-2,-2,43,-3,34,12,32,nt,15
CCHF vOTU inh,4,1,3,-4,5,-6,15,-11,-8,-4

11	COC(=O)Nc1ncc(CN2CCC(c3ccccc3)CC2)s1
12	CC(C)(C)C(=O)Nc1sc2c(c1C#N)CCN(Cc1ccccc1)C2
13	N#Cc1c(N)sc(=S)c2c1CCCCC2
14	CCOc1cc(C(=O)Nc2ccccc2N2CCOCC2)ccc1OCC(=O)N1CCCCC1
15	COc1ccc(S(=O)(=O)N2CCN=C2SCc2cccnc2)cc1
16	COc1ccc(CCNC(=O)COc2ccc(S(=O)(=O)N3CCCC3)cc2)cc1
17	CCC(C)(C(=O)NC1CCCC1)N(Cc1cccs1)C(=O)c1ccc2c(c1)OCO2 (centres undefined)
18	Cc1cccc(CN2CCC(C(=O)Nc3ccc(-n4nc(C)cc4C)cc3)CC2)n1
19	Cc1noc(C)c1C(=O)N1CCN(CCc2ccccc2)CC1
20	Cc1nc2c3c(sc2c(=O)[nH]1)NC(=O)CC3c1ccccc1Cl (centres undefined)
Assay by compound,11,12,13,14,15,16,17,18,19,20
3CLpro inhibitor,-2,-4,-1,-6,2,-2,3,-7,2,3
SSB-PriA inh,-15,3,10,-1,3&5,3,-25,1,5,-10
PrPC TRFRET,-12,-5,-11,-2,-5,0,-2,-10,-6,-1
BoNT-A LC inh2,0.8,0.4,6.1,0.2,-0.4,-0.4,0.5,-1.2,?,-1.0
MazEF act,3,-158,-13,-1,5,7,-1,0,11,1
Anthrax LF inh2,-5,3,4,-7,0,0,0,0,-1,0
BoNT-F LC inh,-1,-5,-43,2,0,-6,-2,-8,-6,-3
Rv3671c protease,8,-4,3,2,-4,1,2,-4,5,-3
DUSP3 inh,18,17,6,34,6,7,-17,32,-9,12
CCHF vOTU inh,0,0,19,1,2,-10,-10,-18,-8,12

Compound profiles (already shown).
Entry for `CCOc1cc(C(=O)Nc2ccccc2N2CCOCC2)ccc1OCC(=O)N1CCCCC1` : 3CLpro inhibitor: -6; SSB-PriA inh: -1; PrPC TRFRET: -2; BoNT-A LC inh2: 0.2; MazEF act: -1; Anthrax LF inh2: -7; BoNT-F LC inh: 2; Rv3671c protease: 2; DUSP3 inh: 34; CCHF vOTU inh: 1
Entry for `Cc1nc2c3c(sc2c(=O)[nH]1)NC(=O)CC3c1ccccc1Cl` (centres undefined) : 3CLpro inhibitor: 3; SSB-PriA inh: -10; PrPC TRFRET: -1; BoNT-A LC inh2: -1.0; MazEF act: 1; Anthrax LF inh2: 0; BoNT-F LC inh: -3; Rv3671c protease: -3; DUSP3 inh: 12; CCHF vOTU inh: 12
Entry for `Cc1cccc(CN2CCC(C(=O)Nc3ccc(-n4nc(C)cc4C)cc3)CC2)n1` : 3CLpro inhibitor: -7; SSB-PriA inh: 1; PrPC TRFRET: -10; BoNT-A LC inh2: -1.2; MazEF act: 0; Anthrax LF inh2: 0; BoNT-F LC inh: -8; Rv3671c protease: -4; DUSP3 inh: 32; CCHF vOTU inh: -18

Carrying on.
21	N#CCSc1nccc(/C=C/c2ccccc2)n1
22	CCCCc1c(-c2ccc(F)cc2)ncn1CCc1ccccc1OC
23	Cc1coc(C)c1C(=O)CC1(O)C(=O)Nc2cc(Cl)cc(Cl)c21 (centres undefined)
24	O=C(Cc1ccccc1)NNC(=O)Nc1cccc(Cl)c1
25	COc1ccc(NC(=O)O/N=C/c2c(C)nn(C(C)(C)C)c2C)cc1
26	O=C(O)c1ccc(C=NNC(=O)c2cccc3ccccc23)cc1
27	CCN(C(=O)CCS(=O)(=O)c1cccc2nonc12)c1ccc(C)c(C)c1
28	CCN1C(=O)C2(SC(NC(C)=O)=NN2C(C)=O)c2cc(C)ccc21 (centres undefined)
29	CCOC(=O)c1c(C)oc2ccc(OCc3cc(C(=O)OC)oc3C)cc12
30	COc1ccc(C)cc1NC(=O)CSc1nc2scc(C)c2c(=O)[nH]1
Assay by compound,21,22,23,24,25,26,27,28,29,30
3CLpro inhibitor,-2,nt,6,4,-5,nt,-4,-2,-2,13*
SSB-PriA inh,-24,nt,3,-7,i,-7,-17,-5,-29,-4
PrPC TRFRET,6,7,-5,2,1,-8,-27,0,-2,14
BoNT-A LC inh2,-0.3,-0.2,-0.6,-1.2,-0.1,-0.4,-0.4,-0.2,-0.4,-0.1
MazEF act,-4,nt,-3,5,4,5,1,2,0,-7
Anthrax LF inh2,13,8,-10,-6,-21,1,2,-1,-5,-5
BoNT-F LC inh,4,-3,-5,-21,?,-5,0,-1,-8,-4
Rv3671c protease,-8,nt,6,4,1,nt,3,2,-8,-23
DUSP3 inh,-6,nt,12,28,-14,nt,26,25,-11,-7
CCHF vOTU inh,-6,23,2,0,-11,12,0,-7,8,25

31	O=C(CN1C(=O)c2ccccc2C1=O)NCC(=O)Nc1ccccc1
32	[O-][n+]1c2cc(C(F)(F)F)ccc2c2n1CCN=C2c1ccc(Cl)cc1
33	CC(C)N(C(=O)Cn1cc(S(=O)(=O)CC(=O)NCCc2ccccc2)c2ccccc21)C(C)C
34	COc1cc(NC(=O)c2cc(OC)c(OC)c(OC)c2)c(OC)cc1NC(=O)CN1CCCCC1
35	CCN(c1ccccc1)S(=O)(=O)c1ccc2c(c1)CCCN2C(C)=O
36	Cc1nc(C)c(C(=O)N/N=C/c2cc(Br)ccc2O)s1
37	COc1cccc(N(C(=O)CNC(=O)c2ccco2)C(C(=O)NC2CCCCC2)c2ccncc2)c1 (centres undefined)
38	COCCCNC(=O)c1ccc2nc([C@@H]3O[C@H](CO)[C@H](O)[C@H](O)[C@H]3O)[nH]c2c1
39	O=C(CSc1nnc2scc(-c3ccccc3)n12)Nc1nsc(-c2ccc(Cl)cc2)n1
40	CCOc1ccccc1NC(=O)Nc1cccc(NC(C)=O)c1
Assay by compound,31,32,33,34,35,36,37,38,39,40
3CLpro inhibitor,nt,nt,nt,-4,-3,4,-7,nt,0,0
SSB-PriA inh,-11,18,nt,6,-12,nt,-14,nt,1,-1
PrPC TRFRET,-4,-7,-1,-1,-1,6,-7,9,2,6
BoNT-A LC inh2,0.3,0.4,-0.7,0.2,-0.5,0.8,1.1,0.4,-0.1,-1.5
MazEF act,15,3,-7,4,0,-49,5,nt,-2,-2
Anthrax LF inh2,1,-14,-3,-1,1,-4,2,-6,0,-2
BoNT-F LC inh,2,-15,-11,2,0,-2,?,8,-5,-2
Rv3671c protease,nt,-5,nt,-3,-13,7,-1,nt,-1,-6
DUSP3 inh,nt,nt,nt,-1,25,-12,15,nt,nt,13
CCHF vOTU inh,0,-1,5,13,2,11,10,12,22,-5

41	S=C(NCCc1ccccc1)N1Cc2cc(-c3ccccc3)ccc2-n2nncc2C1
42	O=C(N/N=C/c1cn(-c2ccccc2)nc1-c1ccc2c(c1)OCCO2)c1ccncc1
43	Cn1c(C(=O)c2ccccc2)nc2ccccc21
44	C/C(CCc1ccccc1)=N\NC(=O)COc1ccccc1C
45	CCC(Oc1ccccc1)C(=O)Nc1ccc(C)c(S(=O)(=O)N2CCOCC2)c1 (centres undefined)
46	COc1cccc(N2CC(=O)N(NC(=O)CSc3nc(C)cc(C)c3C#N)CC2=O)c1
47	Cn1c(=O)n(C)c2cc(C(=O)O)ccc21
48	O=C(Nc1ccccc1N1CCCCC1)c1ccc(OC(F)F)cc1
49	CC(=O)Nc1ccc(SCc2c(C)noc2C)cc1
50	CS(=O)(=O)N(Cc1nc(-c2ccc(F)cc2)no1)c1ccccc1Cl
Assay by compound,41,42,43,44,45,46,47,48,49,50
3CLpro inhibitor,nt,3,1,2,nt,-2,1,8,-2,nt
SSB-PriA inh,nt,nt,-16,nt,-11,0,-9,-28,-16,-4
PrPC TRFRET,4,-2,-7,-2,5,-3,-2,-8,-9,5
BoNT-A LC inh2,5.0,-1.1,1.1,-0.2,1.9,0.3,-0.9,1.2,-0.4,0.1
MazEF act,nt,7,-1,2,2,-9,16,-2,3,3
Anthrax LF inh2,12,-5,5,0,3,-6,0,2,30*,2
BoNT-F LC inh,6,1,13,-5,3,-4,-2,1,27,-2
Rv3671c protease,nt,-13,4,-7,3,0,7,6,-2,1
DUSP3 inh,nt,33,6,17,nt,-20,15,-9,6,nt
CCHF vOTU inh,6,13,1,-1,-5,-23,5,-7,-6,1

51	CCN(CC(=O)Nc1cccc(OC)c1)CC(=O)Nc1ccc(Br)c(C)c1
52	Nc1ccccc1C(=O)c1ccccc1
53	Cc1ccc(C)c(NC(=O)CCn2cnnn2)c1
54	C[C@@H]1CN([C@@H](C)CO)C(=O)c2cc(NS(C)(=O)=O)ccc2O[C@H]1CN(C)Cc1ccc(Oc2ccccc2)cc1
55	O=C(NNC(=O)c1cccs1)c1cccnc1
56	Cn1c2c(c(=O)n(C)c1=O)C(c1ccc(Br)cc1)Nc1ccccc1O2 (centres undefined)
57	COc1ccc(C2CCCN2C(=S)Nc2ccc(C)cc2C)cc1OC (centres undefined)
58	CCOC(=O)c1cc2c(C)[nH]c(C)c2cc(C(=O)OCC)c1=O
59	Cc1nn(Cc2ccccc2Cl)c2sc(C(=O)NCc3ccc4c(c3)OCO4)cc12
Assay by compound,51,52,53,54,55,56,57,58,59
3CLpro inhibitor,-1,0,-2,nt,-1,3,1,2,1
SSB-PriA inh,-7,4&1,7,8,-3,-2,-2,0,13
PrPC TRFRET,-7,-1,11,-10,-1,14,7,-1,3
BoNT-A LC inh2,2.1,-0.5,0.0,-0.5,-1.5,-0.3,0.4,-0.3,-0.8
MazEF act,-8,-22,-3,-11,5,4,9,-27,-5
Anthrax LF inh2,-1,-4,0,-15,-5,1,-2,-5,2
BoNT-F LC inh,-13,-2,0,-9,-22,-1,5,-1,-6
Rv3671c protease,-17,2,-4,-4,0,-5,-6,-4,-45
DUSP3 inh,0,17,11,nt,-2,-12,21,-23,22
CCHF vOTU inh,2,10,-3,-2,4,-8,6,3,7
